TCR act – T cell receptor activation; primary human leukocytes, anti-CD3, IL-2 HTRF, 48 h; Potency, µM (series often up to 9.22 µM), inactives show top-dose activation of IL-2 secretion, actives largely listed as activators; 330,000 tested, under 10 active; also: % of control where 0% means no effect
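TCR engagement came from a-CD3 beads alone, with compounds added to primary human leukocytes for 48 hr. Secreted IL-2 bridged europium cryptate- and d2-labelled anti-IL-2 antibodies, giving FRET emission at 665nm after 320nm excitation.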
TSG101-PTAP inh – blocks PTAP/TSG101 interaction to inhibit HIV-1 budding | Q99816 | Fluorescence polarization, FITC-PTAP peptide / Tsg101 binding | Potency, µM (titrated, usually from 115 µM), for the others: top-dose activity change, negative = inhibition, usual class: inhibitors | 340,000 tested, under 10 active | AID 493005; active = well fitted inhibition curve with a large enough effect in the main read-out, with a control signal flat, not every such curve was filed as active; inconclusive = small, poorly fitted or top-dose-only effect, or effect the other way, or a change in a side signal; inactive = no such curve, though single readings can be large or run the other way; also: potency is read from the fitted curve at half-maximal effect; % of control where 0% means no effect
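FP read-out: FITC-PTAP peptide, 50 nM final, binding Tsg101 binding domain, 10 uM final; 20 min, r.t.; 10 mM HEPES pH 7.5, 0.15 M NaCl, 0.01% Tween 20, 3 mM EDTA, 0.1 mM TCEP.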
B2AR arrestin – beta2AR (human) beta-arrestin recruitment activity. beta-arrestin recruitment to beta2AR, cell-based reporter. Potency, µM (highest dose often 46.1 µM), inactives show top-dose activation, hits mostly activators. 330,000 compounds, 0.02% hits. AID 492947;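 also: potency is read from the fitted curve at half-maximal effect; 0% = DMSO controls and full agonism = EC100 isoproterenol or metaproterenol; nearly all actives have a fitted effect of over 65% in size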
p53 reactivator – restores transcriptional activity of mutant p53. H1299 p53-A138V BP100-luciferase reporter, luminescence, 24 h. Potency, µM (series often up to 92.2 µM), inactives show top-dose activity change, positive = activation, usual class: activators. 320,000 compounds, 0.063% hits. AID 504706; also: potency is read from the fitted curve at half-maximal effect; % of control where 0% means no effect; nearly all actives have a fitted effect of over 45% in size
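H1299 (p53-null), stable ts p53-A138V + BP100-Luc; 1000 cells/well, Opti-MEM/10% FBS; cpd 4 pt, 1:5; 24 h, 37 deg C, 5% CO2; detection reagent 10 min RT; luminescence.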
Integrin act MD – activates integrin-mediated alleviation for muscular dystrophy; alpha7betagal myoblasts, beta-gal FDG fluorescence, 48 h; Potency, µM (highest dose often 38.3 µM), without a hit: at the top dose activation, hits mostly activators; 350,000 compounds, 0.064% hits;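 also: potency is read from the fitted curve at half-maximal effect; 100% = response of the positive control SU9516; nearly all actives have a fitted effect of over 60% in size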
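Alpha7betagal+/- myoblasts (passage 13) were plated 16-24 hr, then exposed to compounds (1:260 dilution of DMSO stock) for 48 hours at 37C. After MPER lysis, β-galactosidase reporter activity was read as FDG fluorescence (ex 480/em 540) after 30 minutes.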
A-T KAP1 phos – potential ataxia-telangiectasia treatment. Potency, µM (series often up to 57.5 µM), without a hit: at the highest dose activation, actives largely listed as activators. […] A-T fibroblasts, KAP-1 phosphorylation AlphaLISA; neocarzinostatin DNA damage 30 min before lysis. 320,000 compounds, 0.19% hits; also: potency is read from the fitted curve at half-maximal effect; % of control where 0% means no effect; nearly all actives have a fitted effect of over 45% in size
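ATM-like activity read as KAP-1 phosphorylation via AlphaLISA donor/acceptor antibody pairs after lysis and 6 hr at 25C. Cells were ATM-null patient fibroblasts ([…], hTERT), dosed 60 min, then exposed to the DSB inducer NCS for 30 min.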
TRPV1 ag – agonists of human vanilloid receptor 1 (TRPV1); TRPV1-expressing cells, Fluo-8 calcium influx, agonist mode; Q8NER1; activation, % at 8.33 µM; 320,000 compounds, 0.19% hits; in the data active = activation above about 80%; inconclusive = between about 30% and that limit; also: 0% is about no effect
Target sequence (Q8NER1 whole entry, looked up): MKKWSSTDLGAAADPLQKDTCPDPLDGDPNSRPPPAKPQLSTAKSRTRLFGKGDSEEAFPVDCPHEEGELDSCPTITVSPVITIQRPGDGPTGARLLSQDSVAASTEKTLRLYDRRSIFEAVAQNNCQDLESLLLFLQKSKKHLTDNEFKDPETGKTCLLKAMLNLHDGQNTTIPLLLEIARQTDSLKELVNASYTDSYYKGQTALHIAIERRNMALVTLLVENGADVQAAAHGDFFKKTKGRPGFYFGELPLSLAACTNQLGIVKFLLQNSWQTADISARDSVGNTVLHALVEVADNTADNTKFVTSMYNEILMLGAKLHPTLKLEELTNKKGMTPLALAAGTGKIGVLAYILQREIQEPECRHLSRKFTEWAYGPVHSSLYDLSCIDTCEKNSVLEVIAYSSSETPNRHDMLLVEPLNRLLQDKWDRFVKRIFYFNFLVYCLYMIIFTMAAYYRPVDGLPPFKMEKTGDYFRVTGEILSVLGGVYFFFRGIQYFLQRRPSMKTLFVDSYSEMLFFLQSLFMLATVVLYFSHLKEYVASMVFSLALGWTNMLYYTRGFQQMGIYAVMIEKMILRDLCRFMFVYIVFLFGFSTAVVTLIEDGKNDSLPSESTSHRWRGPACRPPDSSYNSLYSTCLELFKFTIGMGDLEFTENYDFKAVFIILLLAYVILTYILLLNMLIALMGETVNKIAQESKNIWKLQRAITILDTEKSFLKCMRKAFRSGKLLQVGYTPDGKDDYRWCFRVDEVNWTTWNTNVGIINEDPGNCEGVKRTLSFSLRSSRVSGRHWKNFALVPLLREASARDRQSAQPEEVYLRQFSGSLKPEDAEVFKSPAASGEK
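Cells expressing TRPV1 were dye-loaded with Fluo-8 and read kinetically: 10 s baseline, 3 min after compound (agonist portion), then 2 min after EC20 capsaicin (allosteric enhancer portion). Calcium-bound dye fluorescence at 480/520 nm.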
CXXC DNA block – MLL CXXC-DNA interaction inhibition | Potency, µM (titrated, usually from 115 µM), without a hit: at the top dose activity change, negative = inhibition, actives largely listed as inhibitors | MLL-CXXC / FITC-HOXA9 DNA fluorescence polarization | 290,000 compounds, 0.037% hits | Q03164; active = well fitted inhibition curve with a large enough effect in the polarisation, with a control signal flat, not every such curve was filed as active; inconclusive = small, poorly fitted or top-dose-only effect, or effect the other way, or a change in a side signal; inactive = no such curve, though single readings can be large or run the other way; the % refers to the polarisation; also: potency is read from the fitted curve at half-maximal effect
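Purified MLL-CXXC (added from a 7 uM solution) was preincubated 5 min at ambient with pinned compounds in 50 mM Tris-HCl pH 7.5, 50 mM NaCl, 1 mM DTT, 0.05% BSA. Fluorescein-labeled HOX-A9 DNA (50 nM solution) followed, 30 min, then polarization read.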
BRCA1 expr up – BRCA1 expression activation; MCF7-BRCA1-FFLuc reporter, luminescence, 48 h; response scale: scaled: vehicle 0%, 10 µM genistein 100%; Potency, µM (top dose mostly 46.1 µM), inactives show top-dose activation, usual class: activators; 380,000 compounds, 1.1% hits; AID 624202; also: potency is read from the fitted curve at half-maximal effect; nearly all actives have a fitted effect of over 80% in size; some results filed as inactive show a strong effect at the top dose
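48 h compound treatment of MCF7-BRCA1-FFLuc cells (phenol-red free MEM, 37 °C), then 15 min with luciferase substrate and luminescence imaging.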
ELG1 repair inh – blocks ELG1-dependent DNA repair in HEK293T cells. HEK293T ELG1-luciferase reporter, luminescence, 16 h; DNA damage induced by 5-fluorouridine. Potency, µM (doses to about 46.1 µM), inactives show at the highest dose activity change, negative = inhibition, most hits filed as inhibitors. 330,000 compounds, 2.3% hits. AID 504467; also: potency is read from the fitted curve at half-maximal effect; % is scaled to controls: 0 for no effect and ±100 for the full control effect; nearly all actives have a fitted effect of over 55% in size
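DMSO vehicle served as the neutral condition. Each well held 2,000 cells given 5-fluorouridine plus compound; after 16 hr at 37 °C/5% CO2, ONE-Glo was added and luciferase measured 30 min later.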
An asterisk follows results filed as active; ? = inconclusive; . = no result given; [ ] = another dose, or the depositor's remark. Unless noted, calls follow the shape of the dose curve; as a rule, active = well fitted curve in the direction sought with a large enough effect; inconclusive = small, poorly fitted or top-dose-only effect, or another doubt; inactive = no such curve, though single readings can be large; an effect the other way counts as inactive or inconclusive.

Each structure is followed by: TCR act | TSG101-PTAP inh | B2AR arrestin | p53 reactivator | Integrin act MD | A-T KAP1 phos | TRPV1 ag | CXXC DNA block | BRCA1 expr up | ELG1 repair inh
#1 C=CCn1cc(C(=O)NCCCOCC)c(=O)c2cc(S(=O)(=O)N(CC)CC)ccc21
    -4% | -5% | 0.1% | -24% | 9% | 5% | 28 | 4% | -6% | 18µM*
#2 Cc1ccc(S(=O)(=O)NCC2NCCc3ccccc32)cc1 (stereo unspecified)
    -6% | -2% | 2.8% | 0% | 6% | 0% | 8 | 5% | 7% | -10%
#3 O=C(NCc1ccco1)C1CCCN(S(=O)(=O)c2cc(Cl)ccc2Cl)C1 (stereo unspecified)
    -6% | 0% | 0.5% | -11% | ? | 1% | 28 | 0% | -8% | -2%
#4 COc1ccc(C(O)c2coc3ccc(O)c(CN(C)C)c23)cc1 (stereo unspecified)
    2% | -4% | -0.8% | 3% | -14% | -1% | 2 | 6% | -19% | 1%
#5 CCn1c(C(=O)NC2CCC(C)CC2)cc2sccc21 (stereo unspecified)
    4% | -1% | 0.2% | ? | -23% | 11% | ? | 23% | ? | ?
#6 CS(=O)(=O)c1ccc(NCCN2CCOCC2)c([N+](=O)[O-])c1
    13% | -2% | 0.2% | 4% | 0% | 8% | -1 | -10% | 15% | 12%
#7 O=C(O)CC(c1ccc(OC2CCCC2)cc1)N1C(=O)c2ccccc2C1=O (stereo unspecified)
    -12% | -8% | 0.4% | -4% | 2% | -1% | 5 | 4% | -6% | 7%
#8 CC(C)N1CC(C(=O)Nc2ccc(Cl)c([N+](=O)[O-])c2)CC1=O (stereo unspecified)
    . | -5% | 0.3% | 29% | -18% | -1% | 1 | 3% | -5% | ?
#9 CCN(C(=O)c1ccc(NC(=O)c2ccco2)cc1)c1ccccc1
    -5% | -1% | -0.5% | 0% | 14% | 9% | -1 | 17% | 36% | 6%
#10 COc1ccc(-c2c(C(F)(F)F)nn(C)c2NC(C)=O)cc1
    0% | -5% | -0.4% | -1% | -7% | 0% | -3 | -19% | 1% | -17%
#11 COc1ccc(-n2c(=O)c3ccccc3c3ccccc3c2=O)cc1
    1%[46.1 µM] | 1% | 0.3% | 10% | 11% | 19% | 3 | 19% | -9% | ?
#12 CCOc1ccc(S(=O)(=O)N(CC(=O)NC2CCCCC2C)Cc2ccco2)cc1 (stereo unspecified)
    0%[46.1 µM] | -1% | -0.1% | -1% | -10% | -2% | ? | 1% | -48% | ?
#13 CC(Oc1ccccc1)C(=O)Nc1ccc(S(=O)(=O)Nc2nccs2)cc1 (stereo unspecified)
    -3% | -3% | -0.8% | 2% | -11% | -8% | 1 | 34%[activator] | 5% | 12%
#14 COc1ccc(N2CC(NS(=O)(=O)c3cccs3)CC2=O)cc1OC (stereo unspecified)
    5% | -12% | -0.7% | 1% | 18% | 0% | 0 | . | -3% | 10%
#15 COC(=O)CNC(=O)CCC(=O)N1CCN(C(c2ccccc2)c2ccccc2)CC1
    8% | 1% | 0.2% | 13% | 3% | -6% | 4 | -1% | 1% | 1%
#16 COc1ccc(NC(=O)COC(=O)C2C3CC4OC(=O)C2C4C3)cc1 (stereo unspecified)
    0% | 0% | 0.0% | 23% | -13% | 2% | 14 | -3% | 25% | 19%
#17 COc1cccc(CN(C)CCCn2cnc(C(=O)Nc3ccc(C)c(C)c3)n2)c1
    -5% | -11% | . | . | -19% | . | . | . | 0% | .
#18 COC(=O)c1sccc1NC(=O)c1ccco1
    -4% | -4% | 0.0% | -5% | -11% | 2% | 4 | 3% | -5% | 9%
#19 Cc1ccnc(NS(=O)(=O)c2ccc(NC(=O)C(C)(C)C)cc2)n1
    2% | -2% | -0.4% | -7% | 4% | -3% | -2 | 5% | 4% | 0%
#20 CCc1ccc(S(=O)(=O)N/N=C\c2cn(CC(N)=O)c3ccccc23)cc1
    -4% | 1% | -0.1% | . | 1% | 4% | 3 | -11% | -13% | 1%
#21 COc1cc(C(=S)N2CCOCC2)cc(OC)c1OC(=O)c1cccc(C)c1
    5% | -3% | -0.2% | . | 16% | 2% | 5 | 10% | -23% | ?
#22 Cn1c(SCc2ccc(Br)cc2)nc2c(c1=O)SCC2
    2% | 0% | -0.1% | -3% | 11% | 1% | -4 | 2% | -25% | ?
#23 Cc1ccccc1NC(=O)c1sc2nc3c(c(-c4ccco4)c2c1N)CCC3
    -18% | -5% | -1.0% | -26% | -3% | -10% | -3 | -4% | -19% | 23µM*
#24 O=C1/C(=C\c2ccc([N+](=O)[O-])cc2)CS(=O)(=O)C/C1=C/c1ccc([N+](=O)[O-])cc1
    -5% | -5% | . | . | -53%[inhibitor] | . | . | . | -94% | .
#25 Cc1ccc(-c2cc(C(F)F)nc(N3CCC(C)CC3)n2)cc1
    . | -5% | 0.3% | 1% | -38% | -2% | . | -7% | -8% | 8%
#26 CCCC(=O)NC(c1ccco1)c1cc(Cl)c2cccnc2c1O (stereo unspecified)
    1% | -1% | -0.7% | ? | -54%[inhibitor] | -3% | 4 | -20% | -69% | ?
#27 CN(C)c1ccnc(C(=O)O)c1
    3% | -2% | 0.3% | -4% | 16% | -1% | -5 | -7% | 0% | 2%
#28 O=C(c1c(F)cccc1Cl)N1CCN(S(=O)(=O)c2ccc3c(c2)OCCCO3)CC1
    -2% | -4% | -0.8% | -7% | 22% | -7% | 1 | 0% | -17% | -5%
#29 CCCOc1ccc(/C=N/NC(=O)CSc2ccccn2)cc1OC
    9% | -11% | -0.8% | ? | -15% | -6% | . | -1% | 58% | ?
#30 COc1ccc(N(CC(=O)Nc2ccc(C)cc2)S(=O)(=O)c2c(C)noc2C)cc1
    6% | 0% | 0.5% | 0% | -44% | 10% | 2 | 8% | -24% | 0%

Reprinted from the part before: two compounds, followed by the next part.
Each structure is followed by: TCR act | TSG101-PTAP inh | B2AR arrestin | p53 reactivator | Integrin act MD | A-T KAP1 phos | TRPV1 ag | CXXC DNA block | BRCA1 expr up | ELG1 repair inh
#29 CCCOc1ccc(/C=N/NC(=O)CSc2ccccn2)cc1OC
    9% | -11% | -0.8% | ? | -15% | -6% | . | -1% | 58% | ?
#30 COc1ccc(N(CC(=O)Nc2ccc(C)cc2)S(=O)(=O)c2c(C)noc2C)cc1
    6% | 0% | 0.5% | 0% | -44% | 10% | 2 | 8% | -24% | 0%
#31 Cc1cccc(CCNC(=O)C2CCCN(c3cnccn3)C2)c1 (stereo unspecified)
    0% | 1% | -0.4% | -1% | 25% | 8% | 3 | -2% | 14% | 3%
#32 O=c1c(Cc2ccccc2)c(O)ccn1Cc1ccc2c(c1)OCO2
    2% | -5% | -0.3% | 9% | 0% | 4% | 4 | 26% | 4% | 6%
#33 CN(C)S(=O)(=O)c1cccc(NC(=O)COc2cccc3ccccc23)c1
    3% | 0% | 0.3% | -9% | -22% | 0% | 5 | . | -29% | -18%
#34 O=C(Cc1ccccc1Cl)N1CCOCC1
    8% | -5% | 0.0% | -1% | 21% | 5% | 1 | -2% | -1% | 1%
#35 Cc1cnc(C(=O)NCC(c2ccccc2)c2ccccc2)cn1
    3% | -4% | -0.8% | -5% | 2% | -1% | 19 | 6% | -3% | -13%
#36 COc1ccc(S(=O)(=O)N2CCOCC2)cc1NC(=O)c1ccc(=O)[nH]c1
    2% | 2% | -0.1% | 3% | 9% | -3% | 2 | . | -3% | 13%
#37 Cn1sc(NC(=O)c2ccccc2)nc1=O
    6% | -5% | -0.4% | ? | -22% | -1% | -5 | 16% | 50% | ?
#38 FC(F)(F)c1cccc(N2CCN(C(=S)NC3CCCC3)CC2)c1
    -1% | 1% | 0.1% | -6% | 10% | -1% | ? | -3% | -38% | ?
#39 CCOc1ccc(N2C(=O)CC(Sc3nnnn3-c3ccccc3)C2=O)cc1 (stereo unspecified)
    -2% | -8% | 0.0% | -12% | -70%[inhibitor] | -11% | -3 | 34%[activator] | 2% | 13%
#40 Cc1cccn2c(=O)c3cc(C(=O)NC4CCCC4)c(=N)n(C4CCCC4)c3nc12
    12% | -5% | -0.5% | -9% | -25% | 14% | 23 | 14% | -32% | ?
#41 O=C(NC1CCCc2ccccc21)C1CCN(c2nnc(-n3cccc3)s2)CC1 (stereo unspecified)
    8% | 2% | 0.0% | -13% | 0% | -1% | 0 | 2% | -28% | ?
#42 CC(OC(=O)C12CCC(=O)N1c1ccccc1S2)C(=O)Nc1cccc(Cl)c1 (stereo unspecified)
    -2% | -4% | 0.3% | -1% | 0% | 13% | 3 | . | 1% | 5%
#43 CCCCNC(=O)Cc1c(OC)ccc2cc(Br)ccc12
    -1%[46.1 µM] | -7% | -0.4% | -8% | 5% | 14% | 12 | 8% | -12% | ?
#44 N#Cc1c(N)n(CCc2ccc(F)cc2)c2nc3ccccc3nc12
    -6% | -3% | -0.2% | 1% | -5% | . | 4 | 5% | -50% | -5%

Screening data: PubChem BioAssay, National Center for Advancing Translational Sciences (NCATS)
